Assay outcomes (PubChem)
cardiac RTF act = cardiac RTF calcium sensitivity activators, primary screen, biochemical, IANBD-TnC fluorescence, EC20 calcium. Troponin I, cardiac muscle (Homo sapiens) + Troponin T, cardiac muscle (Homo sapiens) + …. IANBD-labeled TnC RTF fluorescence at EC20 calcium; 0% EC20 calcium, 100% full calcium. activation, % at 7.2 µM. 340,000 compounds, 0.24% hits. AID 493008, 2010;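 active = activation above the mean over all tested compounds plus 3 SD, cut at about 30% in these data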;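 note: rise in fluorescence read as greater calcium sensitivity of cardiac thin filaments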
HTR5A inv ag = HTR5A inverse agonists in luminescence cell assay, primary screen, counter-screen for OPRM1-OPRD1 heterodimer inverse agonist project, full-deck HTS; 340,000 compounds, 0.083% hits; 5-hydroxytryptamine receptor 5A (Homo sapiens), P47898; HTR5A cell line, inverse agonism; AID 504634, 2011; inhibition, % at 9.3 µM; in the data active = inhibition mostly above about 23%, no sharp cut-off; inactive = mostly below about 18%;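 note: 0% = cells with DMSO and 100% = no-cell wells with DMSO; some compounds called inactive have numbers as strong as hits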
Target sequence (P47898 whole entry, looked up): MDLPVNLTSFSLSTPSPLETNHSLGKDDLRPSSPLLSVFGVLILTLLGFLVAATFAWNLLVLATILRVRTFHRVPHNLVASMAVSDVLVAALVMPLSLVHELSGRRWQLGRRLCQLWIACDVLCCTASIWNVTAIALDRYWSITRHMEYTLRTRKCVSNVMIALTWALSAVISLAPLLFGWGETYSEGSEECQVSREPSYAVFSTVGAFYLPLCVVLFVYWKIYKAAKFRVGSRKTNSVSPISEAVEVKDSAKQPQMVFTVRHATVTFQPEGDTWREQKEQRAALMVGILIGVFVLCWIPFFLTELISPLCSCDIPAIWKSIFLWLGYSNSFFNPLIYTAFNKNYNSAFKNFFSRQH
CAL PDZ FP = untagged CAL PDZ binding inhibitors, primary screen, biochemical, fluorescence polarization, HTS; inhibition, % at 24.9 µM; 300,000 compounds, 0.92% hits; purified CAL PDZ, TMR-peptide fluorescence polarization, 1 h; Golgi-associated PDZ and coiled-coil motif-containing protein (Homo sapiens), Q9HD26;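 active = mean inhibition of at least 30% with at least half of replicates also reaching 30%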;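 note: 0% = DMSO neutral control and 100% = excess unlabeled competitor peptide PRC23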
V-ATPase pH = regulators of yeast V-ATPase proton pumping, primary screen, pHLuorin cytosolic pH fluorescence | S. cerevisiae | response, % at 10 µM | 350,000 compounds, 0.37% hits; in the data active = response mostly above about 7.3%, no sharp cut-off; inactive = mostly below about 5.4%; note: actives read high; inactives centre near 0; some compounds called inactive have numbers as strong as hits; reference of the scale not given here
MOR-DOR inv ag = inverse agonists of MOR-DOR heterodimerization, primary screen, cell-based, luminescence; inhibition, % at 9.3 µM; cell-based MOR-DOR heterodimer luminescence, inverse agonism; Mu-type opioid receptor (Homo sapiens) + Delta-type opioid receptor (Homo sapiens), …; 340,000 compounds, 0.21% hits; in the data active = inhibition above about 22%, passing the limit was not always enough;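 note: 0% = cells with DMSO and 100% = wells without cells with DMSO; values of inactives mirror those of a sister screen read the other way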
HTR5A ag = HTR5A agonists in luminescence cell assay, primary screen, counter-screen for OPRM1-OPRD1 heterodimer agonist project, full-deck HTS | 5-hydroxytryptamine receptor 5A (Homo sapiens), P47898 | cell-based | activation, % at 9.3 µM | 340,000 compounds, 0.61% hits | AID 504692, 2011; in the data active = activation mostly above about 9.5%, no sharp cut-off; inactive = mostly below about 7.6%;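 note: 0% = cells with vehicle only and 100% = reference agonist; strong numbers were not always called active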
MOR-DOR ag = agonists of OPRM1-OPRD1 heterodimerization, primary screen, cell-based, luminescence | Mu-type opioid receptor (Homo sapiens) + Delta-type opioid receptor (Homo sapiens), … | cells | activation, % at 9.3 µM | 340,000 compounds, 0.3% hits; in the data active = activation above about 18%;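 note: 0% = vehicle-treated cells and 100% = reference agonist; values of inactives mirror those of a sister screen read the other way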
C-LANA FP = inhibitors of KSHV C-LANA binding to DNA, primary screen, biochemical, fluorescence polarization, FAM-LBS DNA, MBP-C-LANA, single point; inhibition, % at 9 µM; 340,000 compounds, 0.078% hits; AID 504423, 2011;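 active = highest replicate inhibition at or above 60% at 9 µM, even if other replicates fall short; inactive = all replicates below 60% inhibition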;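 note: 0% = neutral control wells and 100% = 4 µM acridine orange control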
Cardiac RTF inh = cardiac RTF calcium sensitivity inhibitors, primary screen, biochemical, IANBD-TnC fluorescence, EC70 calcium; Troponin I, cardiac muscle (Homo sapiens) + Troponin T, cardiac muscle (Homo sapiens) + …; IANBD-labeled cardiac RTF, Ca2+ fluorescence; inhibition, % at 7.15 µM; 340,000 compounds, 0.12% hits;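 active = inhibition above the mean inhibition of all tested compounds plus 3 SD, cut at about 17% in these data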;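 note: assay run at fixed EC70 calcium of 1.6 mM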
Keap1 Nrf2 FP = Keap1-Nrf2 protein-protein interaction inhibitors, primary screen, biochemical, fluorescence polarization, single point; Kelch-like ECH-associated protein 1 (Homo sapiens), Q14145; Keap1 Kelch-Nrf2 peptide fluorescence polarization, 1536-well; inhibition, % at 9.4 µM; 340,000 compounds, 0.15% hits; AID 504523, 2011; in the data active = inhibition above about 12%;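 note: human Keap1 Kelch domain with fluorescein labeled Nrf2 9mer peptide probe; 0% = neutral control wells and 100% = peptide positive control; higher means more block of Keap1 binding to Nrf2 peptide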
Target sequence (Q14145 whole entry, looked up, the tested form may be a part): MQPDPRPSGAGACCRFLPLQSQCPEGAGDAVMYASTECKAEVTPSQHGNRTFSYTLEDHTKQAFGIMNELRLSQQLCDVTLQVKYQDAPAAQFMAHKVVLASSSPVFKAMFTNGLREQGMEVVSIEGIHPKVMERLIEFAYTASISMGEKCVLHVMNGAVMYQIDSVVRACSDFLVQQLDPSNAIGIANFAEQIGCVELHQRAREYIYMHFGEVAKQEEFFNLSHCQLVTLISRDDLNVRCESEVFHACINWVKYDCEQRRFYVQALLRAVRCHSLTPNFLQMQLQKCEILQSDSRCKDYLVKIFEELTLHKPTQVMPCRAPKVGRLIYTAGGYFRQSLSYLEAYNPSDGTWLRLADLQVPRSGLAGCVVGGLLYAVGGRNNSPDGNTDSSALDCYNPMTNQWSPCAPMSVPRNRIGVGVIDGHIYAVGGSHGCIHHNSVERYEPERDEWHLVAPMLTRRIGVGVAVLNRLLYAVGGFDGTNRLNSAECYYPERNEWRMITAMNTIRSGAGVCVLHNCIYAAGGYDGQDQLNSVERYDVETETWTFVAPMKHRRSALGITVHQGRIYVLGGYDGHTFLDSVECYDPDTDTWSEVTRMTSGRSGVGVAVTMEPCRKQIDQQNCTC
Starred values were filed as active, the others as inactive; . = no result given.

structure	C-LANA FP	V-ATPase pH	CAL PDZ FP	Keap1 Nrf2 FP	HTR5A ag	cardiac RTF act	MOR-DOR ag	Cardiac RTF inh	HTR5A inv ag	MOR-DOR inv ag
Cc1cccc(N2CCN(C(=O)c3c(-c4ccccc4)noc3C)CC2)c1C	-2.4	-4	-4	0	-5	-9	0.5	-3	-23	-3
COc1ccccc1N1CCN(C2CCCN(S(=O)(=O)c3cccc(Cl)c3)C2)CC1 (configuration not stated)	0.3	2	-8	1	5	-5	0.1	-4	-12	-1
CC1=CC(C)(C)N2C(=O)C3(C(C#N)=C(N)OC4=C3C(=O)CCC4)c3c(C)c(C)cc1c32 (configuration not stated)	0.9	-5	-2	0	5	2	-1.3	2	3	6
N#Cc1c(C(F)(F)F)cc(-c2ccc(F)cc2)nc1SCC(=O)O	0.4	5	-1	-1	1	-4	-3.0	-9	-5	15
O=C(NC(=S)NCCC1=CCCCC1)c1ccco1	-0.5	-3	-1	-3	0	6	5.8	-1	-1	-29
COc1ccc(/C=C/C(=O)NC2CCCCCC2)cc1S(=O)(=O)N1CCOCC1	2.5	2	-1	0	-1	3	-1.6	-2	7	11
CCCCNS(=O)(=O)c1ccc2nc(-c3cccnc3)cc(C(=O)NCC(OC)OC)c2c1	-1.8	-3	-4	0	-3	0	-1.7	-8	9	8
Cc1nc(SCC(=O)OCc2ccccc2)c2c(=O)n(C)c(=O)n(C)c2n1	-0.2	2	-5	0	-2	5	-0.7	0	-21	4
CC(=O)c1cccc(Nc2cc(C)nc3c(C)cc(C)cc23)c1	-1.0	0	3	0	-2	6	-0.7	-2	-22	4
CCN(C(=O)CSc1nc2ccc(C)cc2[nH]1)C1CCS(=O)(=O)C1 (configuration not stated)	2.6	-3	4	-4	-2	-3	-5.7	-8	7	21
CC1CCCC(NC(=O)CSc2n[nH]c(N)n2)C1C (configuration not stated)	0.7	-1	.	-5	-3	-2	-1.4	1	12	7
COc1ccccc1-c1nc(C#N)c(N2CCN(c3cccc(Cl)c3)CC2)o1	0.1	-7	4	-4	-2	-2	-0.6	-3	2	3
Cc1ccc(NC(=O)CNc2ccccc2CN(C)C2CCCCC2)cc1	0.3	-4	.	-1	0	3	0.0	2	-9	0
Cc1cccc(Cn2cnc3c(nnn3Cc3ccc(F)cc3)c2=O)c1	-1.5	3	.	-2	2	4	-0.5	-10	-6	3
COC(=O)C1=C(C)N(Cc2ccccc2)C(=NCCN2CCOCC2)N[C@H]1CCc1ccccc1	-1.2	0	0	-3	6	3	-2.0	-17	-6	11
C[C@H](CO)N1C[C@H](C)[C@@H](CN(C)S(=O)(=O)c2ccccc2)Oc2ccc(NC(=O)Cn3cnnn3)cc2C1=O	1.3	2	-1	1	0	-3	-0.5	-9	17	3
Cc1onc(-c2c(F)cccc2Cl)c1C(=O)Nc1nnc(C(F)(F)F)s1	1.4	1	-1	4	1	1	-1.0	-2	-18	5
CN(Cc1ccccc1)C(=O)CCC1CCN(S(=O)(=O)N(C)C)CC1	1.3	-4	0	-2	0	0	-1.7	-2	10	9
CC(C)Cn1c(-c2ccncc2)n[nH]c1=S	-0.1	1	-3	2	0	4	-1.0	0	-19	5
O=C(CCCc1nc(-c2ccc(Cl)cc2)no1)NC1CCCC1	0.4	3	74*	2	3	-3	0.3	0	17	-2
CC12CCC(C(=O)Nc3ccccc3-n3cccc3)(CC1=O)C2(C)C (configuration not stated)	-0.1	0	-3	3	-3	-4	0.0	-10	10	0
O=C(NCC(=O)N1CCN(c2ccccc2F)CC1)c1ccc(Br)o1	0.3	-1	-1	-5	-4	-1	-0.9	-17	-13	6
Cc1[nH]nc(NCCO)c1[N+](=O)[O-]	1.7	-2	31*	-3	-4	-3	-2.5	-9	9	12
O=C(CSc1nnc(-c2ccncc2)n1Cc1ccco1)c1ccc(Cl)cc1	0.4	1	-3	-16	6	-9	5.5	2	-25	-31
CCOC(=O)c1[nH]c2ccccc2c1NC(=O)Nc1ccc(OC)cc1	0.6	-1	0	-4	-4	6	2.2	1	9	-11
COc1ccc(CNC(=O)CCCn2nc(C)c([N+](=O)[O-])c2C)cc1	-1.7	-1	-2	-3	6	4	-1.8	5	-14	9
CCOc1ccc(-n2ccc(=O)c(C(=O)O)n2)cc1	0.0	1	-5	1	-5	-8	-2.4	-2	19	11
CCOC(=O)c1c(C)[nH]c(C(=O)COC(=O)c2ccccn2)c1C	1.0	0	.	-3	0	-1	-2.4	-4	0	11
C/C(=N\NC(=O)c1cccc(S(=O)(=O)N2CCCC2)c1)c1ccccc1F	-0.3	5	-3	-4	-7	-2	-0.9	-1	19	6
COc1ccc(OC)c(Nc2nc(-c3sc(N)nc3C)cs2)c1	0.9	-4	-2	-1	4	9	-0.8	-8	15	4
CCCCOC(=O)c1ccc(N/C(=N\S(=O)(=O)c2ccccc2)c2ccccc2)cc1	0.7	1	.	6	-10	-5	-0.1	0	25	0
O=[N+]([O-])c1cc([N+](=O)[O-])c(Oc2cncc(Cl)c2)cc1NN1CCCCC1	-0.1	2	0	8	-4	1	-1.2	-4	8	7
CCOc1ccc(/C=N/NC(=O)c2cccc3ccccc23)c(OCC)c1	-0.2	1	.	-3	-1	0	-0.5	-4	-9	3
CCOc1ccccc1-n1c(SCC(=O)N2CCCC2)nnc1-c1ccc(O)cc1	-1.5	-1	-2	-2	6	-1	-3.4	4	-8	19
CCCN(Cc1ccccc1)C(=O)Nc1ccc2c(c1)nnn2C	0.1	1	-1	-3	1	2	-0.9	0	-9	5
CSc1ncnc2c1ncn2CC(=O)C1CCC2C3CCC4=CC(=O)CCC4(C)C3CCC12C (configuration not stated)	0.4	-2	2	6	6	2	4.5	-4	-23	-23
Cn1c(C(=O)N2CCCC(C(=O)NCCCc3ccccc3)C2)cc2sccc21 (configuration not stated)	0.2	1	4	0	0	-1	-0.6	-6	1	3
CCOC(=O)N1CCN(C(=O)c2ccc3[nH]c(C)c(C)c3c2)CC1	0.7	-2	-3	-1	-4	1	-0.2	-4	9	1
COc1ccc(-c2csc(Nc3ccc(S(N)(=O)=O)cc3)n2)cc1OC	0.7	-1	-1	1	-4	-4	1.7	-10	-19	-12
CCC(=O)Nc1ccc(NC(=S)NC(=O)/C=C/c2ccco2)cc1	1.3	-4	-1	-3	.	-5	.	-12	.	.
Nc1cc(S(=O)(=O)N2CCOCC2)ccc1N1CCCCC1	0.3	6	4	-4	1	0	-0.2	-5	-2	1
CC(C)NC(=S)N/N=C/c1ccccc1[N+](=O)[O-]	-0.6	0	-3	0	1	0	-4.2	6	-2	19
CCN(CC)CCN1C(=O)C(=O)/C(=C(/O)c2ccc(S(=O)(=O)N3CCOCC3)cc2)C1c1ccc(C)cc1 (configuration not stated)	-0.9	-1	-1	-1	2	2	-0.1	-5	-24	0
CC1CCN(C(=O)CSc2nc3ccccc3c(=O)n2Cc2ccc3c(c2)OCO3)CC1	-0.3	-1	.	-1	5	1	-2.0	-3	-2	9
Cc1cc(C)c2c(N)c(C(=O)Nc3cccc(C)c3C)sc2n1	5.8	0	-7	-6	0	8	-3.8	-8	1	21
O=C(N/N=C/c1ccccc1C(=O)O)C(=O)N1CCCCC1	1.5	0	2	2	-1	3	-2.1	6	-6	10
CCOC(=O)CNC(=O)c1cccs1	-1.0	2	2	-2	0	3	-2.4	0	24	14
Nc1cc(SCc2ccc([N+](=O)[O-])cc2)ncn1	1.6	0	-1	-1	2	-6	-1.4	-6	-8	7
O=c1[nH]ncc2c3ccccc3n(Cc3ccccc3)c12	1.0	-1	-1	2	2	4	-1.6	8	6	9
CC(C)NC(=O)c1ccccc1NC(=O)C1CC(=O)N(C(C)C)C1 (configuration not stated)	-1.7	-1	5	1	-1	3	0.2	-3	4	-1

One compound at a time (already shown):
CC1CCN(C(=O)CSc2nc3ccccc3c(=O)n2Cc2ccc3c(c2)OCO3)CC1 in the list: C-LANA FP: -0.3; V-ATPase pH: -1; CAL PDZ FP: .; Keap1 Nrf2 FP: -1; HTR5A ag: 5; cardiac RTF act: 1; MOR-DOR ag: -2.0; Cardiac RTF inh: -3; HTR5A inv ag: -2; MOR-DOR inv ag: 9
COc1ccc(CNC(=O)CCCn2nc(C)c([N+](=O)[O-])c2C)cc1 in the list: C-LANA FP: -1.7; V-ATPase pH: -1; CAL PDZ FP: -2; Keap1 Nrf2 FP: -3; HTR5A ag: 6; cardiac RTF act: 4; MOR-DOR ag: -1.8; Cardiac RTF inh: 5; HTR5A inv ag: -14; MOR-DOR inv ag: 9

Going on with the list:
structure	C-LANA FP	V-ATPase pH	CAL PDZ FP	Keap1 Nrf2 FP	HTR5A ag	cardiac RTF act	MOR-DOR ag	Cardiac RTF inh	HTR5A inv ag	MOR-DOR inv ag
CCc1ccc(-c2cc(C)no2)cc1S(=O)(=O)Nc1cc(C)ccn1	0.0	2	2	1	1	-5	-1.9	-1	-2	10
O=C(NC1CCCc2ccccc21)C12CC3CC(CC(O)(C3)C1)C2 (configuration not stated)	0.5	4	-2	-4	7	3	-1.6	-2	-19	8
Cc1ccc2nc(-c3ccc(NC(=O)c4ccco4)cc3)[nH]c2c1	-0.5	-4	-3	0	-2	-4	1.2	0	-40	-6
CCOc1ccc(NC(=O)C2CCN(S(=O)(=O)c3c(C)noc3C)CC2)cc1	-0.6	2	-7	-2	0	1	-2.9	0	1	15
COc1ccc(CN2CC(C(=O)NCCCN3CCN(C)CC3)CC2=O)cc1 (configuration not stated)	0.3	2	0	-6	5	0	-1.0	4	-12	6
COc1ccc([C@H]2CC(=O)C=C(c3cccc(C(C)C)c3)C2)cc1	-1.9	1	1	-6	0	2	1.3	6	-5	-7
CCC(=O)N=c1sc2c(OC)ccc(OC)c2n1C	3.4	5	6	-5	2	2	-0.8	-3	-23	5
O=C(NCc1cccnc1)c1ccc(NS(=O)(=O)c2ccc(F)cc2)cc1	0.3	0	.	-8	-4	-6	-0.6	-1	-17	4
Cc1sccc1/C=N/NC(=O)c1ccco1	-1.5	0	2	-2	2	-2	-1.7	-1	-12	9
Cc1ccc(-n2c(CCc3ccccc3)nnc2SCC(=O)NCc2ccccc2)cc1C	-1.0	3	-3	-3	-3	9	1.4	3	-5	-8
CCCNC(=O)c1ccc(SCC(=O)N(CC)CC)c([N+](=O)[O-])c1	13	0	-3	-6	0	5	-0.6	-4	-1	3
COc1ccc(/C=N/NC(=O)c2c([N+](=O)[O-])c(C)nn2C)cc1	0.2	3	-4	-4	-5	1	-1.1	-13	13	6
